Bioassay records: PubChem, several laboratories
NR5A2 inv ag: inverse agonists of human LRH-1 (NR5A2) | O00482 | inhibition, % at 3.6 µM | HEK293T StAR-luciferase reporter, LRH-1 transfected, 24 h | 0.13% of 360,000 active;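 active means inhibition above the mean inhibition of all tested compounds plus 3 SD, cut at about 73% in these data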;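 further: 0% = DMSO wells and 100% = reporter-only cells lacking LRH-1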
Target sequence (O00482 whole entry, looked up): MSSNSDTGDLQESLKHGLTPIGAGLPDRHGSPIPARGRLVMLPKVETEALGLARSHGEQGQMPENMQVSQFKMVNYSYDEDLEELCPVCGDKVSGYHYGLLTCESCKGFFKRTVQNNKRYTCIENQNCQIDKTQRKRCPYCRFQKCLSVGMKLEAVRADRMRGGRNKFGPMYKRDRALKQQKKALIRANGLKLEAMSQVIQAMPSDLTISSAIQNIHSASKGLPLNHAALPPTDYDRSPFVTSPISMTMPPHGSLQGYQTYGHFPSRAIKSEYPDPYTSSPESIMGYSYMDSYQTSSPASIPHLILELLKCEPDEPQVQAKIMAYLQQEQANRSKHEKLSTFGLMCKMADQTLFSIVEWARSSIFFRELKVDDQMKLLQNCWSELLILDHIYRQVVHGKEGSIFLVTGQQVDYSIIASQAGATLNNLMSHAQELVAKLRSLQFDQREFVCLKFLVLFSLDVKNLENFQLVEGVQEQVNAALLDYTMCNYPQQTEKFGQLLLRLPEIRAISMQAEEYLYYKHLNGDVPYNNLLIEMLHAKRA
TROY NFkB inh: inhibitors of TROY-dependent NF-kB signaling; Q293 LMP1-TROYcd NF-kB luciferase reporter, 4 h; inhibition, % at 10 µM; 0.98% of 360,000 active;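 active means compounds whose plate-normalised and pattern-corrected inhibition of the luciferase reporter signal at the single screening dose is 50% or more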
SRC3 inh: human NCOA3 inhibition. inhibition, % at 3.6 µM. HEK293 GAL4-SRC3 luciferase reporter, luminescence. 0.17% of 360,000 active;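 active means inhibition above a per-campaign cutoff, the mean of all compounds plus 3 SD, cut at about 60% in these data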;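 further: 0% = DMSO-treated cells and 100% = gossypol-treated cells at 36 µM; higher means less SRC3-driven luciferase light from the GAL4 reporter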
SRC1 inh: human NCOA1 inhibition; Q15788; HEK293 GAL4-SRC1 luciferase reporter, luminescence; inhibition, % at 3.6 µM; 0.12% of 360,000 active; AID 588354;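 active means inhibition above the campaign mean plus 3 SD, with each screening campaign given its own cutoff, cut at about 60% in these data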;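 further: 0% = DMSO treated cells and 100% = gossypol at 36 µM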
ABHD5 PLIN5 PPI: blocks binding of human ABHD5 to perilipin-5. AID 602281. inhibition, % at 4 µM. 0.78% of 360,000 active. Split G. princeps luciferase complementation, luminescence, 4 h. Q00G26+Q8WTS1;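 active means inhibition above the mean inhibition across every tested compound plus 3 SD, cut at about 22% in these data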;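 further: 0% = DMSO only wells and the 100% control is not disclosed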
COUP-TFII inh: NR2F2 (human) inhibition, primary screen; P24468; HEK293T NGFI-A luciferase reporter, luminescence; inhibition, % at 8.6 µM; 0.7% of 370,000 active; AID 686940;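 active means inhibition above a per-plate cutoff, mean inhibition of test wells between control levels plus 3 SD, cut at about 38% in these data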;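 further: cells cotransfected with COUP-TFII expression vector driving the NGFI-A reporter; 0% = median of COUP-TF2 test wells and 100% = reporter-only cells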
NOD2-RIPK2 inh: NOD2-RIPK2 protein interaction inhibition | CHO BLA complementation NOD2-RIPK2, CCF4 ratio | inhibition, % at 4.98 µM | 0.38% of 360,000 active | AID 624267; in the data active means inhibition above about 21%;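 further: 0% = vehicle only and 100% = reference blocker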
Target sequence (O43353 whole entry, looked up): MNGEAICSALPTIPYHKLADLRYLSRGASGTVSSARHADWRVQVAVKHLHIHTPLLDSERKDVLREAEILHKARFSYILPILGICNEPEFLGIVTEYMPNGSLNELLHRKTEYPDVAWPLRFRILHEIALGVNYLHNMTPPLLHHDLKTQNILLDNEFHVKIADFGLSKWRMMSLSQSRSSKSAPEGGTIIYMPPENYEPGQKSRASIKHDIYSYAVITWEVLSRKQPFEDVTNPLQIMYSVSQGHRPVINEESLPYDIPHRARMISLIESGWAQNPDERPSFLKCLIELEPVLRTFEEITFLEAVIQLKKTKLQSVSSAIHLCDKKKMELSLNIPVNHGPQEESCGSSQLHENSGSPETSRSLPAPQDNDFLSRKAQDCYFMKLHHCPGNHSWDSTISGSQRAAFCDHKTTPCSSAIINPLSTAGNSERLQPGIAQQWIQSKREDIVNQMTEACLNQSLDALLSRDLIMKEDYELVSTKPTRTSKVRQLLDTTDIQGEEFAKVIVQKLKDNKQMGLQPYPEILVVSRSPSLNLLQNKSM
TWEAK-Fn14 inh: inhibitors of TWEAK-Fn14 interaction signaling | TWEAK-stimulated Fn14 reporter cells, luciferase luminescence, 8 h | inhibition, % at 10 µM | 2% of 360,000 active; in the data active means inhibition above about 50%
NCOA2 inhibitor: inhibits human steroid receptor coactivator 2 | Q15596 | HEK293 GAL4-SRC2 luciferase reporter, luminescence | inhibition, % at 9 µM | 0.17% of 370,000 active;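 active means inhibition above the mean inhibition of all tested compounds plus 3 SD, set per campaign, cut at about 52% in these data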;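 further: 0% = DMSO treated cells and 100% = cells given Gossypol at 36 µM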
TLR9-MyD88 inh: blocks human TLR9 binding to MyD88 | 0.21% of 340,000 active | inhibition, % at 4.98 µM | CHO BLA complementation TLR9-MyD88, CCF4 FRET ratio;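 active means inhibition above the mean over all tested compounds plus 3 SD, cut at about 21% in these data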;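 further: 0% = DMSO only wells and 100% = clavulanate BLA inhibitor control wells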
Exocytosis inh: lytic granule exocytosis inhibition; TALL-104 LAMP-1 surface exposure, flow cytometry; cells stimulated with thapsigargin and PMA; AID 651702; 0.66% of 360,000 active; inhibition, % at 10 µM;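 active means inhibition above about 55%, limit read from the data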
* hit, by the source's call; x = not tested or not shown. These rows are one share of the data. The share of hits here may be higher or lower than overall.

SMILES	NR5A2 inv ag	TROY NFkB inh	SRC3 inh	SRC1 inh	ABHD5 PLIN5 PPI	COUP-TFII inh	NOD2-RIPK2 inh	TWEAK-Fn14 inh	NCOA2 inhibitor	TLR9-MyD88 inh	Exocytosis inh
Cc1cc(OCCN2CCN(S(=O)(=O)c3ccccc3F)CC2)ccc1C(C)C	1.0	15.6	7.1	9.9	-2.1	27.3	-19.3	9.3	19.2	3.2	5.5
COc1ccc(C(=O)Nn2c(SCC(=O)c3ccc(Cl)cc3)nc3ccccc3c2=O)cc1	-14.1	79.1*	13.4	-3.9	-8.8	21.2	-7.4	91.0*	12.8	-2.2	-4.3
Cc1ccc(NC(=O)C[n+]2ccn(C3=C([O-])c4ccccc4C3=O)c2)cc1	-9.8	-3.3	9.5	-16.7	-15.7	-22.3	-6.7	-1.8	-3.4	-2.6	-4.6
CC1CCCCN1CC(=O)Nc1ccccc1Sc1ccccc1 (stereo unspecified)	-2.5	-7.8	18.8	-16.0	-8.4	1.9	-3.8	-5.4	-10.8	-5.5	-3.3
CCOP(=O)(OCC)/C(C#N)=C/c1ccc(-c2ccc(F)cc2F)o1	-1.0	-7.8	2.9	-10.2	4.2	7.8	-6.6	-23.9	3.1	-4.6	-4.9
COc1ccc(/C=C(/NC(=O)c2ccccc2)C(=O)N2CCCCC2)cc1	24.7	1.2	-5.4	9.7	3.9	9.6	0.4	16.5	-8.8	2.9	-2.3
COc1nccc(C(F)(F)F)c1C(=O)NC(=O)Nc1c(C)cccc1C	-10.2	18.6	20.7	-10.5	-0.7	16.2	-1.1	-2.9	-25.9	9.4	-8.9
CCCn1c(N)c(C(=O)CSc2nnc(C3CC3)n2Cc2ccccc2)c(=O)[nH]c1=O	-17.3	5.3	21.7	-6.0	1.0	-3.3	-7.1	-20.1	-23.4	-2.6	-1.3
Cc1ccc(C(=O)Nc2nc3nc(-c4ccccc4)cc(=O)n3[nH]2)cc1	5.4	18.4	-8.1	-14.2	-5.6	1.1	2.4	7.5	2.5	-8.0	-6.2
Cc1ccc(S(=O)(=O)N[C@@H](CC(C)C)C(=O)N2CCC(C(=O)N[C@@H](Cc3ccccc3)C(=O)O)CC2)cc1	2.1	-14.4	18.2	16.0	-7.9	-2.9	-0.8	-5.5	-28.1	4.5	2.4
COc1cc(C2SCC(=O)N2c2nnc(C34CC5CC(CC(C5)C3)C4)s2)cc(OC)c1OC (stereo unspecified)	5.8	-9.3	10.0	10.5	0.7	-17.4	-5.1	3.3	-6.4	-8.4	5.0
NC(=O)c1nsc(C(=O)N(c2cccc(F)c2)C(C(=O)NCC2CCCO2)c2c[nH]c3ccccc23)c1N (stereo unspecified)	12.0	-4.5	-6.8	-9.3	6.1	8.3	4.2	5.1	-35.1	-4.6	18.7
CCCSc1nc2c(cnn2-c2ccc(F)cc2)c(=O)[nH]1	14.4	8.0	3.8	-2.2	1.4	22.2	-8.4	6.4	-3.3	-9.6	0.4
COc1ccc(NC(=O)CC2C(=O)NCCN2C(=O)c2ccccc2)cc1 (stereo unspecified)	1.6	3.9	15.9	8.4	1.1	15.9	-0.6	-0.2	8.0	-8.3	5.3
COc1ccc2c(c1)C(C)CC(C)(C)N2C(=O)NC1CCCCC1 (stereo unspecified)	-4.8	-1.9	-3.1	9.9	0.5	-1.4	4.1	17.4	-26.4	4.4	-1.2
O=C(Nc1nccs1)c1ccc(Cl)nc1	-12.6	-11.9	-10.9	-0.1	-4.2	-4.4	-13.2	1.7	-78.3	-13.2	-1.8
CSc1ccccc1C(=O)NC1CC2CCC1C2 (stereo unspecified)	8.0	-10.9	-6.5	-6.3	5.9	7.4	-4.7	-1.7	2.9	-13.1	-1.3
O=C(Cc1ccc([N+](=O)[O-])cc1)N1CCN=C1SCc1ccccc1	-35.2	-11.0	7.5	2.0	0.3	1.3	-2.5	-14.0	3.5	-4.2	-2.0
COc1cc(/C=N/N2CCN(c3ccccc3)CC2)cc(OC)c1OC(C)=O	7.7	-7.5	5.2	13.5	-3.6	-10.9	-2.5	2.5	7.7	-2.0	0.1
COc1ccc2nc(-n3c(O)c(C4=c5ccccc5=NC4=O)[nH]c3=S)sc2c1	9.5	-57.6	12.0	4.8	8.0	14.3	-6.6	-18.7	17.4	-3.0	-3.6

Single records, as listed above:
O=C(Nc1nccs1)c1ccc(Cl)nc1 is entered as NR5A2 inv ag: -12.6; TROY NFkB inh: -11.9; SRC3 inh: -10.9; SRC1 inh: -0.1; ABHD5 PLIN5 PPI: -4.2; COUP-TFII inh: -4.4; NOD2-RIPK2 inh: -13.2; TWEAK-Fn14 inh: 1.7; NCOA2 inhibitor: -78.3; TLR9-MyD88 inh: -13.2; Exocytosis inh: -1.8
O=C(Cc1ccc([N+](=O)[O-])cc1)N1CCN=C1SCc1ccccc1 is entered as NR5A2 inv ag: -35.2; TROY NFkB inh: -11.0; SRC3 inh: 7.5; SRC1 inh: 2.0; ABHD5 PLIN5 PPI: 0.3; COUP-TFII inh: 1.3; NOD2-RIPK2 inh: -2.5; TWEAK-Fn14 inh: -14.0; NCOA2 inhibitor: 3.5; TLR9-MyD88 inh: -4.2; Exocytosis inh: -2.0

More records
SMILES	NR5A2 inv ag	TROY NFkB inh	SRC3 inh	SRC1 inh	ABHD5 PLIN5 PPI	COUP-TFII inh	NOD2-RIPK2 inh	TWEAK-Fn14 inh	NCOA2 inhibitor	TLR9-MyD88 inh	Exocytosis inh
CCC(C)c1ccc(NC(=O)CC(C)=O)cc1 (stereo unspecified)	-36.6	20.3	-24.7	-9.6	-3.1	-8.7	9.9	8.9	-21.8	-9.1	1.1
COc1cc(/C=N/NC(=O)c2nc(-c3ccccc3)n(-c3ccccc3)n2)ccc1O	3.1	7.8	7.1	0.5	4.0	-4.7	-2.5	7.4	-16.2	-0.5	7.6
CCCOc1ccc(C(=O)CCNc2ccc(C)c(Cl)c2)cc1	-16.2	-9.2	-1.4	-1.1	-0.9	2.4	-3.7	17.7	-0.2	0.8	3.3
CC(=O)Oc1ccc2c(c1)C(=O)CCCCCC(=O)O2	3.6	-1.4	-2.7	-8.3	5.5	-13.4	-6.9	-2.6	-19.9	-0.6	-1.7
Cc1ccc(C(=O)N(CN2CCCC2=O)c2ccccc2)cc1	-4.0	0.3	-5.1	-23.3	0.5	15.7	12.2	-15.2	9.3	-4.6	-2.9
O=C(Cc1cccc(NC(=O)C2CCN(C(=O)C3CC3)CC2)c1)Nc1cccc(C(=O)N2CCCCC2)c1	8.6	-3.6	-8.9	3.9	5.3	-10.6	11.7	-10.0	9.4	2.1	1.9
COc1cccc(CNC(=O)CCC2CCCN(C(=O)c3cc4ccccc4o3)C2)c1 (stereo unspecified)	-45.0	7.0	-43.2	-40.5	4.6	-17.7	4.9	6.1	-30.0	17.4	-0.2
COc1ccc2c(c1OC)C(=O)N1c3ccccc3C(=O)N(c3ccccc3)C21 (stereo unspecified)	49.4	23.1	41.8	39.1	1.0	2.5	5.1	16.5	-6.5	-9.1	-0.8
COc1c(C)cc(C(O)c2ncc(-c3ccc(Cl)cc3)[nH]2)cc1C (stereo unspecified)	10.5	8.4	-2.1	5.6	-9.9	3.8	0.9	4.6	1.1	x	-5.2
O=C(Nc1ccc([N+](=O)[O-])cc1)c1cncc(Br)c1	7.0	-25.8	20.1	19.9	-0.3	-1.6	3.6	9.5	0.5	-7.1	1.6
CC1(c2nnnn2Cc2ccccc2)CCC(=O)N1CCCn1ccnc1 (stereo unspecified)	11.3	-5.7	x	x	12.7	7.0	-11.7	19.6	25.2	x	-2.9
CC(=O)n1cc(C2C(=O)CC(C)(C)CC2=O)c2ccccc21	17.8	-0.4	7.6	0.9	-6.0	9.4	4.4	2.3	6.8	-4.5	1.4
Cc1ccccc1-c1nc(CS(=O)CC(=O)NCc2ccccc2)c(C)o1 (stereo unspecified)	-1.2	13.6	-17.7	-4.1	-9.2	0.7	-0.2	11.3	-9.7	-12.1	-1.8
Cc1cc(N)n(-c2ccc(S(N)(=O)=O)cc2[N+](=O)[O-])n1	-0.3	-6.7	3.3	-27.4	-0.9	-4.3	1.7	15.7	6.9	12.9	-3.3
COc1cc(C(=O)NC2CCN(C)CC2)ccc1Nc1ncc2c(n1)N(C1CCCCC1)CCC(=O)N2C	42.2	-4.7	-6.5	-41.2	6.4	-111.3	-4.0	-14.0	-170.5	3.9	-1.8
Cc1onc(-c2c(F)cccc2Cl)c1C(=O)NCc1ccc(S(N)(=O)=O)cc1	-19.4	-24.8	8.9	5.3	-4.9	-3.9	14.9	-6.8	12.9	-13.2	-3.5
COc1ccc(N2CCN(C3CCCN(C(=O)c4cccc(C)n4)C3)CC2)cc1 (stereo unspecified)	8.0	-10.8	17.1	11.8	12.4	14.1	3.9	4.9	-16.3	-7.5	0.0
O=C(CCN1C(=O)C2C3CCC(C3)C2C1=O)Nc1ccc(Cl)cc1Cl (stereo unspecified)	-16.6	-17.0	-26.0	2.1	3.5	-5.4	0.7	16.0	-42.6	6.4	-3.4
O=C(c1cc2ccccc2c(=O)o1)N1CCCc2ccccc21	-13.9	-10.3	-2.5	-2.3	-2.0	-7.7	-1.0	-20.5	4.3	-7.5	-1.0
COc1cccc(-c2nc(CS(=O)(=O)c3ccccc3)no2)c1	-127.5	-41.2	-92.1	-85.0	-4.6	-38.0	0.4	-9.6	-65.2	-12.1	-1.7
COc1ccccc1NC(=O)c1cc2ccccc2o/c1=N\O	-67.5	-8.8	-29.2	-69.5	5.6	-16.8	8.3	-8.6	-24.4	-4.2	0.2
COc1ccc(S(=O)(=O)Nc2ccc3c(c2)C(=O)N([C@@H](C)CO)C[C@@H](C)[C@H](CN(C)C(=O)CCCN(C)C)OCCCC[C@H](C)O3)cc1	9.8	4.9	-4.0	-13.4	-2.6	4.9	-1.1	0.5	-38.1	-1.1	-1.1
COc1cccc(CNC(=O)c2ccc(Cl)c(NC3=NC4CS(=O)(=O)CC4S3)c2)c1 (stereo unspecified)	-27.0	-10.0	-8.2	8.4	-0.3	29.8	-1.0	-2.3	-2.9	-17.1	-5.9
COc1ccc(Oc2c(C)oc3c(CN4CCOCC4)c(O)ccc3c2=O)cc1	11.4	9.8	3.2	5.0	4.6	-4.3	2.1	-15.2	12.4	12.3	3.0
C[C@@H]1CN([C@@H](C)CO)C(=O)CCCn2nncc2CO[C@H]1CN(C)C	-19.0	5.7	4.0	10.3	0.4	0.7	-4.6	-10.9	0.8	-9.4	-5.0
CC(C)CNC(=O)c1cccc2c(-c3cccnc3)coc12	-27.9	-23.8	-25.8	-28.7	-0.1	-16.2	-4.8	16.1	-21.3	x	-7.3
COc1cccc(C(=O)Nc2ccc(N3CCN(C(=O)c4cccs4)CC3)cc2)c1	14.7	2.0	-15.9	-7.3	-0.4	-7.0	0.7	-4.1	-2.5	-8.3	-10.3
CC(C)C(=O)NC(Nc1cc(C(F)(F)F)ccc1Cl)C(Cl)(Cl)Cl (stereo unspecified)	33.6	32.6	25.0	14.7	-10.9	18.9	7.2	3.8	13.0	-9.7	-4.6
CC(=O)N1CC[n+]2c(-c3ccc([N+](=O)[O-])cc3)csc21	2.3	-13.0	5.3	2.3	-1.9	7.5	-1.8	-23.5	5.1	-4.1	-0.7
CCN(CC)S(=O)(=O)c1ccc(OC)c(NC(=O)OCc2ccccc2)c1	-9.7	-4.5	-3.3	-17.6	1.0	1.9	-0.4	19.5	-16.1	5.3	17.5
